# IL-1B inflam inh: inhibitors of inflammasome signaling (IL-1 beta secretion); 360,000 tested, 4.7% active; activity change, % at 57.5 µM; AID 743279; THP-1 LPS/ATP IL-1B secretion, AlphaLISA, 16 h; active compounds read low; in the data active means activity change below about -50%; inconclusive means mostly about -30% to -49%; further: on the % scale 0 is the no-effect control and ±100 the full control effect
#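 Secreted IL-1B measured by AlphaLISA bead assay after 16 h compound exposure of THP-1 cells; compounds (final up to 57.5 uM) added 1 h before LPS (250 ng/mL) and ATP (1.25 mM) stimulation; lower signal means less secretion.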
# S2 tox: viability counter-screen for ATXN expression inhibitors; Potency, µM (series often up to 56.7 µM), most hits filed as cytotoxic; AID 651635; 400,000 tested, 0.49% active; S2 cells (HEK-293 line with an ATXN2-luciferase reporter) viability, CellTiter-Fluor protease fluorescence, 24 h; further: potency means the concentration at half of the fitted maximal effect; nearly all actives have a fitted effect of over 40% in size
# HT1080NT lethal: kills 2HG-producing HT-1080-NT fibrosarcoma cells; Potency, µM (highest dose often 46.1 µM), without a hit: at the highest dose activity, negative = less viability, usual class: cytotoxic; HT-1080-NT fibrosarcoma viability, CellTiter-Glo ATP luminescence, 48 h; 360,000 tested, 1.6% active; AID 686970;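 further: NT is the 2HG producing partner of a matched IDH1 knockdown line; potency means the concentration at half of the fitted maximal effect; 0% = DMSO-treated cells and -100% = media-only wells without cells; nearly all actives have a fitted effect of over 55% in size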
#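 750 cells/well, RPMI + 5% FBS; 2 h settle, compound pin-transfer, 48 h at 37 degrees C. CellTiter-Glo 10 min RT, luminescence. Normalized to DMSO and media-only wells.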
# KB-V1 MDR tox: kills drug-selected multidrug resistant KB-V1 cells; KB-V1 MDR cells viability, CellTiter-Glo, 72 h; Potency, µM (doses to about 46.1 µM), inactives show top-dose activity change, negative = cytotoxicity, usual class: cytotoxic; 400,000 tested, 3.4% active; further: potency means the concentration at half of the fitted maximal effect; on the % scale 0 is the no-effect control and ±100 the full control effect; nearly all actives have a fitted effect of over 60% in size
#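 Cells of the MDR subline KB-V1 are plated, dosed with compound at multiple concentrations, and incubated 72 h at 37 degrees C; CellTiter-Glo is then added and luminescence read after 10 min.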
# MCF10A rereplic: inducers of DNA re-replication in MCF 10A breast cells. MCF 10A DNA re-replication, Hoechst nuclear intensity, 48 h. Potency, µM (titrated, usually from 46.1 µM), for inactives: top-dose activity, positive = re-replication, most hits filed as activators. 350,000 tested, 2.9% active. AID 624296; further: potency means the concentration at half of the fitted maximal effect; % of control where 0% means no effect; nearly all actives have a fitted effect of over 50% in size
# HT1080 IDH1KD tx: kills HT-1080 cells with IDH1 knockdown. HT-1080 IDH1 knockdown viability, ATP luminescence, 48 h. Potency, µM (series often up to 46.1 µM), without a hit: at the highest dose activity, negative = toxicity, actives largely listed as cytotoxic. 360,000 tested, 2% active. AID 686971;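 further: potency means the concentration at half of the fitted maximal effect; 0% = DMSO wells and -100% = cell-free medium wells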
#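 HT-1080-IDH1KD cells (IDH1 knocked down), 750/well in RPMI with 5% FBS, treated with compound 48 h at 37 degrees C. Viability by CellTiter-Glo luminescence, normalised to DMSO and no-cell wells; concentration-response curves classed.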
# KB-3-1 tox: kills parental KB-3-1 adenocarcinoma cells; KB-3-1 viability, CellTiter-Glo ATP luminescence, 72 h; Potency, µM (top dose mostly 46.1 µM), without a hit: at the highest dose activity change, negative = cytotoxic, actives largely listed as cytotoxic; 400,000 tested, 1.4% active; AID 1347075; further: potency means the concentration at half of the fitted maximal effect; on the % scale 0 is the no-effect control and ±100 the full control effect; nearly all actives have a fitted effect of over 60% in size
#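 Screening of KB-3-1 cells (DMEM, 10% FBS, phenol-red free) ran from lowest to highest compound concentration; after 72 h at 37 °C viability was read luminescently and curves fitted.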
# ATXN2 expr inh: inhibitors of ATXN2 expression | HEK-293 ATXN2-luciferase reporter, luminescence, 24 h | Potency, µM (series often up to 57 µM), without a hit: top-dose activity change, negative = inhibition, actives largely listed as inhibitors | 360,000 tested, 0.72% active; further: potency means the concentration at half of the fitted maximal effect; on the % scale 0 is the no-effect control and ±100 the full control effect; nearly all actives have a fitted effect of over 55% in size
#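 qHTS (up to 57 uM final) was run with 24 h compound exposure of reporter cells at 37 °C. Each well was multiplexed: SteadyGlo luminescence measured ATXN2-luciferase expression after a fluorogenic Gly-Phe-AFC viability readout (25 uM final).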
# SW480 rereplic: DNA re-replication induction in SW480 cells; Potency, µM (series often up to 46.1 µM), inactives show at the top dose re-replication activation, actives largely listed as activators; SW480 DNA re-replication, Hoechst DNA content imaging, 48 h; 340,000 tested, 1.8% active; further: potency means the concentration at half of the fitted maximal effect; % of control where 0% means no effect; nearly all actives have a fitted effect of over 55% in size
#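 Image-based read-out: total Hoechst fluorescence of nuclei (405 nm excitation, 500-530 nm emission), with hits raising the fraction of high-intensity nuclei. SW480 colon cells incubated 48 hr with compounds at 37 C.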
# * hit, by the source's call; i = inactive; ? = inconclusive; / = no result given; & = joins results of further samples; [ ] = dose if it differs, or a comment. Unless noted, the call rests on the fitted dose curve; in most records, active means well fitted curve in the direction sought with a large enough effect; inconclusive means small, poorly fitted or top-dose-only effect, or another doubt; inactive means no such curve, though single readings can be large; an effect the other way counts as inactive or inconclusive.
# Order of values: IL-1B inflam inh, S2 tox, HT1080NT lethal, KB-V1 MDR tox, MCF10A rereplic, HT1080 IDH1KD tx, KB-3-1 tox, ATXN2 expr inh, SW480 rereplic
COC(=O)Cn1c(=NC(=O)c2nc3ccccc3s2)sc2cc(S(N)(=O)=O)ccc21
→ -3.3, ?, 5.7%, 7.3%, ?, 14.1%, ?, ?, -11.7%
O=C(O)CCN1C(=O)c2ccc(NC(=O)CSc3ccccc3)cc2C1=O
→ 27.5, ?, 15.5%, 11.4%, -5.7%, 21.5%, 8.6%, -6.1%, 5.2%
COc1ccccc1-n1cc(CN2CCc3onc(-c4ccc(Br)cc4)c3C2=O)nn1
→ -23.5, /, -22.4%, ?, /, -21.9%, -19.4%, /, /
CC(C)N(Cc1ccccc1)S(=O)(=O)c1ccc(N2CCCCS2(=O)=O)cc1
→ /, ?, /, -7.2%, /, /, -1.4%, -23.4%, /
COc1ccc(-n2c(SCC(=O)NCC3CCCO3)nc3c([nH]c4ccccc43)c2=O)cc1OC (stereo not drawn)
→ 10.9, i, 0.1%, -0.5%, -17.1%, 0.1%, -30.2%, 9.4%, -11.5%
CC(c1ccccc1)N1CC(C(=O)N2CCN(c3ccc(F)cc3)CC2)CC1=O (stereo not drawn)
→ -1.0, i, 8.3%[9.24 µM], ?, 0.9%, -20.3%, 10.9%, -3.3%, -3.8%
CCc1ccc(CN(C)C(=O)C2CCC(=O)N(Cc3cccc(OC)c3)C2)nc1 (stereo not drawn)
→ 38.5, i, 0.9%, 21.8%, 8.4%, -2.1%, -0.5%, /, -5.1%
O=C(NCc1cccnc1)/C(=C/c1ccccc1)NC(=O)c1ccccc1
→ 19.1, i, -1.3%, 0.3%, 0.0%, 9.7%, 8.7%, -7.5%, -1.6%
COc1ccc(CN2CCNC(=O)C2CC(=O)NC2CCC2)c(OC)c1 (stereo not drawn)
→ -6.0, i, 0.1%, -0.6%, 3.3%, 6.6%, 9.6%, -5.1%, 2.4%
c1ccc(-c2nnc(-c3c[nH]c4ccccc34)nc2-c2ccccc2)cc1
→ /, i, 1.6%, 15.2%, 4.1%, -1.8%, -13.0%, -9.4%, -3.2%
CCCNC(=O)c1nc(C)c(C)nc1C(=O)Nc1cccc(Cl)c1
→ 8.7, i, 0.4%, -4.1%, -9.1%, 7.8%, -0.4%, -2.6%, -18.0%
Cc1nn(C(C)C(=O)NC2CCCCC2)c(=O)c2nn(-c3ccccc3)c(C)c12 (stereo not drawn)
→ 11.1, i, -2.6%, 9.7%, 17.4%, 6.0%, -0.1%, /, -9.6%
CCc1cc2c(=O)c(-c3nc4ccccc4n3C)coc2c(CN2CCN(C)CC2)c1O
→ -3.6, i, 8.6%, 1.7%, 14.5%, 2.2%, 0.1%, -0.9%, -1.8%
CCC(=O)N(Cc1ccco1)Cc1cc2cc3c(cc2[nH]c1=O)OCO3
→ 30.8, i, 1.4%, 4.3%, 2.4%, -13.3%, 0.6%, -11.6%, -0.6%
CC(C)(C)N/C=C(\C#N)S(=O)(=O)c1ccc(Br)cc1
→ -16.7, i, -0.4%, -7.3%, -0.3%, 2.8%, 9.9%, -27.5%, -17.9%
CC1(C)CC(=O)C=C(NCc2ccccc2)C1
→ -4.8, i, 0.9%, 16.6%, -29.2%, 0.0%, -2.8%, 2.3%, 1.6%
Cc1nc(NNC(=O)c2ccc(Cl)cc2Cl)cc(-c2ccccc2)n1
→ -1.8, i, ?, 2.3%, -4.6%, ?, -4.3%, -4.8%, -4.8%
COc1ccc(Cn2c(-c3ccccc3C)nc3c(c(=O)c4ccccc4n3C)c2=O)cc1
→ 12.3, i, -0.7%, ?, 0.4%, 7.8%, 2.4%, /, -6.0%
COc1cccc(C2CC(c3cccs3)=NN2C(=O)CSc2nc3c(cnn3-c3ccc(F)cc3)c(=O)[nH]2)c1OC (stereo not drawn)
→ -1.3, i, 16.1%, ?, ?, -0.4%, ?, 7.0%, 7.1%
COc1ccc(N2C(=O)CC(Cc3ccc(Br)cc3)C2=O)cc1 (stereo not drawn)
→ 1.4, i, 5.6%, 9.4%, 14.2%, 0.3%, 0.9%, /, -6.4%
Cc1ccc(CN(C)CC(=O)Nc2cccc([N+](=O)[O-])c2)o1
→ -1.2, i, -0.5%, 0.0%, -24.2%, -0.8%, 4.6%, -15.1%, 3.1%
COC(=O)c1sc2nc(C)cc(-c3ccccc3)c2c1N
→ -1.6, i, 16.1%, 4.0%, ?, 14.7%, -23.1%, ?, 0.2%
O=C1NC(=O)C(CSc2ccccc2)(c2ccccc2)N1 (stereo not drawn)
→ -14.3, i, -0.5%, -0.8%, -3.3%, -2.4%, 11.1%, 1.7%, 0.5%
CCOc1ccc(OCCC(=O)N(CC(=O)Nc2ccccc2C(F)(F)F)Cc2ccco2)cc1
→ -15.8, i, 0.7%, -14.8%, 2.7%, -0.9%, -14.5%, 3.4%, -8.4%
O=S(=O)(Nc1ccc(-c2cn3c(n2)SCC3)cc1)c1cc(F)ccc1F
→ -18.4, i, 2.0%, -16.3%, /, 3.0%, -3.2%, /, /
CCC(C(=O)NC1CCCC1)N(C(=O)Cn1nnc(-c2ccc(C)o2)n1)c1ccc(F)cc1 (stereo not drawn)
→ -12.7, i, 17.1%, ?, 0.0%, 11.9%, -8.0%, -10.7%, -1.6%
CCOC(=O)c1ccsc1NC(=O)c1ccco1
→ -14.5, i, -1.4%, -4.5%, 9.8%, -0.4%, -6.7%, -12.6%, -3.8%
CCCC(=O)Nc1cccc(NC(=O)c2ccc([N+](=O)[O-])cc2Cl)c1
→ 9.7, ?, 1.6%, 7.0%, -2.5%, -0.9%, 10.5%, 1.9%, -3.0%
CCn1cc(C(=O)NC2CCCCC2)c(=O)c2ccc(C)nc21
→ -5.3, i, 12.7%, -11.0%, -7.8%, 18.9%, 3.9%, -8.7%, -4.9%
COc1ccc(CC(=O)Nc2ccc(S(=O)(=O)NC(C)C)cc2)cc1
→ 23.1, i, -3.8%, 16.4µM*, -0.4%, -19.0%, -18.1%, -9.5%, -7.5%
COc1cc(C(=S)N2CCC(C(N)=O)CC2)ccc1O
→ 15.6, i, 7.2%, 2.8%, -10.6%, 4.1%, 2.2%, 5.8%, 2.6%
CCc1nc2ccc(C(=O)N(C)CCN(C)C)cn2c1N(C)CCC(C)C
→ -11.1, i, -25.6%, -29.5%, /, 0.9%, 16.7%, 7.6%, /
CCCCOc1ccc(NC(=O)CSc2nnnn2C)cc1
→ 0.0, i, -0.6%, 0.9%, -4.6%, -11.2%, 9.6%, 24.4%, 7.3%
COC(=O)C1=C(C)OC(N)=C(C#N)C1c1ccc(OC)c(OC)c1OC (stereo not drawn)
→ -20.1, i, 0.3%, 3.6%, 6.7%, 13.6%, 6.4%, -9.8%, 0.2%
Cc1ccc(CNC(=O)CN2N=C(c3ccccc3)CCC2=O)cc1
→ /, i, /, 0.0%, /, /, -1.2%, 4.4%, /
COc1ccccc1C=NNC(=O)NN=Cc1ccccc1OC
→ -17.4, i, -19.3%, -4.4%, -12.6%, -20.7%, 22.6%, 15.0%, 0.7%
COc1ccc(OCC(=O)Nn2c(-c3cccc(OC)c3)nc3ccccc3c2=O)cc1
→ 0.0, i, -4.5%, -19.1%, 6.1%, -3.2%, -0.8%, -6.7%, 11.8%
Cc1cnc(C)c(Nc2nc(C(N)Cc3ccc(F)cc3)cs2)n1 (stereo not drawn)
→ -20.1, ?, 20.6µM*, -1.6%, /, ?, -0.1%, ?, /
Cc1ccc(CN2CCC(n3nccc3NC(=O)CCOc3ccccc3)CC2)cc1C
→ -8.2, i, -13.0%, ?, ?, -14.6%, 0.9%, -15.9%, ?
Cc1ccccc1NC(=O)c1c(F)c(F)c(F)c(F)c1F
→ -19.2, i, 10.4%, -9.8%, -0.9%, -1.3%, -13.2%, -11.4%, 4.9%
COc1ccc(C2C(C#N)=C(N)OC3=C2C(=O)CCC3)c(OC)c1OC (stereo not drawn)
→ 0.0, i, -1.2%, -17.7%, 10.1%, -8.1%, -0.5%, 0.6%, 2.2%
CC(C)Sc1nnc([C@H](Cc2ccccc2)NC(=O)OC(C)(C)C)o1
→ 13.2, i, -4.0%, ?, -5.1%, -6.5%, 0.0%, 2.2%, -1.9%
CCCc1ncc(C[n+]2ccccc2C)c(N)n1
→ 20.9, i, 11.2%, 2.0%, 4.7%, -0.2%, 0.0%, 1.3%&2.2%, 11.7%
CCOc1cc(S(=O)(=O)n2nc(C)cc2C)ccc1F
→ 26.3, i, -3.3%, 0.2%, -0.2%, 4.1%, 5.1%, 9.0%, -4.4%
CCC(=O)NC1CC2CCCC(C1)N2Cc1ccc(C)cc1 (stereo not drawn)
→ 27.7, i, 6.9%, 4.0%, 0.5%, 10.6%, 0.4%, /, -5.2%
COC(=O)c1ccc(COc2ccccc2/C=N/O)o1
→ /, ?, 25.8%, -10.5%, -23.9%, 24.6%, -7.8%, -11.5%, 1.84µM*
CNC(=S)N1C2CCC1CC(NC(=O)NC13CC4CC(CC(C4)C1)C3)C2 (stereo not drawn)
→ 6.2, i, -22.7%, -1.4%, -13.7%, 0.0%, 0.4%, 4.0%, 0.6%
Cc1ccc(OCc2nn3c(-c4ccco4)nnc3s2)cc1
→ -28.8, i, -0.4%, -23.2%, -2.1%, -8.1%, 3.1%, 4.4%, -12.6%
CC(=O)c1ccc(-c2cccc([C@H]3[C@@H]4C=CC[C@@H](C)[C@@H]4C(=O)N3Cc3ccccc3)c2)cc1
→ -20.2, ?, ?, 0.0%, ?, ?, 0.0%, -24.8%, -38.0%[inhibitor]
CCCN(CCC)CCNC(=O)CCC(=O)Nc1ccc2nc(N3CCN(C)CC3)cc(C)c2c1
→ -28.1, i, -0.8%, 21.4%, 7.8%, -1.7%, 1.2%, /, -0.4%
CCC(C(=O)NCc1cccnc1)c1ccccc1 (stereo not drawn)
→ 23.2, i, -1.9%, 1.0%, -6.1%, 4.9%, 0.3%, -4.0%, -0.4%

# Source: PubChem
